# Assay outcomes (PubChem)
# PTAP TSG101 blk: blocks PTAP/TSG101 interaction to inhibit HIV-1 budding; Q99816; Potency, µM (titrated, usually from 115 µM), for inactives: at the top dose activity change, negative = inhibition, hits mostly inhibitors; AID 493005; Fluorescence polarization, FITC-PTAP peptide / Tsg101 binding; 340,000 tested, under 10 active; active = well fitted inhibition curve with a large enough effect in the main read-out, with a control signal flat, not every such curve was filed as active; inconclusive = small, poorly fitted or top-dose-only effect, or effect the other way, or a change in a side signal; inactive = no such curve, though single readings can be large or run the other way; note: potency is the fitted concentration of half-maximal effect; % of control where 0% means no effect
#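 FP read-out: FITC-PTAP peptide, 50 nM final, binding Tsg101 binding domain, 10 uM final; 20 min, r.t.; 10 mM HEPES pH 7.5, 0.15 M NaCl, 0.01% Tween 20, 3 mM EDTA, 0.1 mM TCEP.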
# B2AR arrestin: beta2AR (human) beta-arrestin recruitment activity | beta-arrestin recruitment to beta2AR, cell-based reporter | Potency, µM (top dose mostly 46.1 µM), without a hit: at the top dose activation, hits mostly activators | 330,000 tested, 0.02% active | AID 492947;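 note: potency is the fitted concentration of half-maximal effect; 0% = DMSO controls and full agonism = EC100 isoproterenol or metaproterenol; nearly all actives have a fitted effect of over 65% in size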
# Target sequence (P07550 whole entry, looked up): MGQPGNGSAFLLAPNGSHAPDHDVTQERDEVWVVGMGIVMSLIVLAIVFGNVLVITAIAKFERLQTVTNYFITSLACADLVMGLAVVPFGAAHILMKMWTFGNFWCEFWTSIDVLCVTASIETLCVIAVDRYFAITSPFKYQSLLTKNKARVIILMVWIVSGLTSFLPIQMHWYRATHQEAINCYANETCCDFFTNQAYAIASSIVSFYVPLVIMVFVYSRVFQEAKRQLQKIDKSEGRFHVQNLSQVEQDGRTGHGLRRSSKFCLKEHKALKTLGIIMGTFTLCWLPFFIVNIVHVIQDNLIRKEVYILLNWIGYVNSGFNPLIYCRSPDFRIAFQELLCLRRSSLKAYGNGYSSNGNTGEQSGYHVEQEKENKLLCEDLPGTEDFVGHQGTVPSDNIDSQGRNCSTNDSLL
# a7 integrin act: activators of alpha7 integrin expression for muscular dystrophy; alpha7betagal myoblasts, beta-gal FDG fluorescence, 48 h; Potency, µM (top dose mostly 38.3 µM), for the others: top-dose activation, actives largely listed as activators; 350,000 tested, 0.064% active; AID 624291;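 note: potency is the fitted concentration of half-maximal effect; 100% = response of the positive control SU9516; nearly all actives have a fitted effect of over 60% in size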
#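 Alpha7betagal+/- myoblasts (passage 13) were plated 16-24 hr, then exposed to compounds (1:260 dilution of DMSO stock) for 48 hours at 37C. After MPER lysis, β-galactosidase reporter activity was read as FDG fluorescence (ex 480/em 540) after 30 minutes.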
# Coupling enz: inhibits coupling enzyme system, counter-screen for aldolase hits | coupling enzyme system counterscreen, AmpLite Red fluorescence | 290,000 tested, 0.67% active | AID 2472 | activity change, negative = inhibition, % at 58.2 µM, hits read low; in the data active = activity change below about -30%; note: % is set by controls: 0 for no effect and ±100 for the full control effect
#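 First, compound is pin-transferred into glyceraldehyde-3-phosphate coupling-enzyme reagent at 57.5 uM final and held 10 min at RT. Next, substrate, coupling system and AmpLite Red are added. After 20 min RT, fluorescence (525/598 nm) is read.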
# GALK inhibitor: inhibitors of human galactokinase | P51570 | Purified GALK, Kinase-Glo residual ATP luminescence | Potency, µM (doses to about 57.5 µM), without a hit: at the top dose activity change, negative = inhibition, hits mostly inhibitors | 270,000 tested, 0.007% active; note: potency is the fitted concentration of half-maximal effect; % is set by controls: 0 for no effect and ±100 for the full control effect
#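 GALK at 5 nM final was combined with compound, 35 uM ATP and 100 uM galactose in HEPES pH8.0 with MgCl2 and DTT. The reaction ran one hour at room temperature before luminescent ATP detection.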
# Menin MLL FP TR: displaces Texas Red mutant MLL peptide from human menin; Menin + Texas Red MLL mutant peptide, fluorescence polarization; 270,000 tested, 0.23% active; AID 1768; O00255; Potency, µM (series often up to 61.6 µM), inactives show at the top dose FP activity change, negative = inhibition, actives largely listed as inhibitors; active = well fitted inhibition curve with a large enough effect in the polarisation, with a control signal flat, not every such curve was filed as active; inconclusive = small, poorly fitted or top-dose-only effect, or effect the other way, or a change in a side signal; inactive = no such curve, though single readings can be large or run the other way; the % refers to the polarisation; note: potency is the fitted concentration of half-maximal effect; % of control where 0% means no effect; many of its hits are not listed in these tables
# Tb PFK block: blocks T. brucei phosphofructokinase; Potency, µM (highest dose often 57.5 µM), without a hit: at the top dose activity, negative = inhibition, most hits filed as inhibitors; AID 485367; T. brucei PFK, ADP-Glo luminescence; 330,000 tested, 0.17% active;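 note: potency is the fitted concentration of half-maximal effect; 0% = uninhibited 1x PFK enzyme wells and -100% = no-enzyme wells; nearly all actives have a fitted effect of over 60% in size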
#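 ADP-Glo luminescence quantified ADP after 45 min at room temperature, with 1.25 nM T. brucei PFK, 0.1 mM ATP and 0.5 mM fructose-6-phosphate in pH 8.0 TEA buffer. qHTS titrations up to 57 µM; curves classified by quality.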
# S-ASM inh: inhibitors of human secretory acid sphingomyelinase. P17405. placental ASM, HMU-PC fluorogenic substrate, 60 min. Potency, µM (titrated, usually from 57.5 µM), inactives show at the highest dose activity change, negative = inhibition, usual class: inhibitors. 340,000 tested, 0.006% active. AID 504937; note: potency is the fitted concentration of half-maximal effect
# Target sequence (P17405 47-631 limits assumed): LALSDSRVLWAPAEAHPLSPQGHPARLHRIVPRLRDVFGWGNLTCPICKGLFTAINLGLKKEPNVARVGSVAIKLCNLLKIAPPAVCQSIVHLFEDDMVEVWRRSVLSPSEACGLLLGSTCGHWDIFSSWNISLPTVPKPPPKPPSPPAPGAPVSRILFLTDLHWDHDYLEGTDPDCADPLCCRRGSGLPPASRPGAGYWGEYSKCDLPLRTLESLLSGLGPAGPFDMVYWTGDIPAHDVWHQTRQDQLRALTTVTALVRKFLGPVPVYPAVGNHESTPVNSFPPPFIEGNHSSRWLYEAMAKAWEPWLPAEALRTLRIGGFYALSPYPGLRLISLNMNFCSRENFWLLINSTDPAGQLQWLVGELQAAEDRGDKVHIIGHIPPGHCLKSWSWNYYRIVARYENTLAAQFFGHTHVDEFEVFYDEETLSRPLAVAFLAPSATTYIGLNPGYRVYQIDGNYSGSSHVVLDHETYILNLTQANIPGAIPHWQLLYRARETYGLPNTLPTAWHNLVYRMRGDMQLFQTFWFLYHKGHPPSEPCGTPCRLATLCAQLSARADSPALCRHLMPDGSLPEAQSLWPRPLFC
#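 Fluorogenic HMU-PC substrate (9 uM final) is turned over by placental ASM in 60 min at 37 C after a 10 min compound preincubation. Reaction ended by alkaline stop (pH 10), with fluorescence read at 386/447 nm.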
# PKM2 act: increases activity of human pyruvate kinase M2 | purified PKM2, Kinase-Glo ATP luminescence, activation; response scale: 0% is enzyme alone, no compound | Potency, µM (top dose mostly 57.5 µM), for inactives: at the top dose activation, hits mostly activators | 260,000 tested, 0.34% active | AID 1631; note: potency is the fitted concentration of half-maximal effect; % is set by controls: 0 for no effect and ±100 for the full control effect; nearly all actives have a fitted effect of over 55% in size
#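 Purified hPK-M2 (>95%) run at intermediate activity with 0.1 mM ADP and 0.5 mM PEP in 50 mM imidazole pH 7.2, KCl, MgCl2; 1 h room temperature. ATP formed read by Kinase-Glo luminescence; normalized to uninhibited and no-enzyme controls.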
# Giardia kill: Giardia lamblia killing. AID 540267. Giardia lamblia trophozoite viability. activity change, % at 7.66 µM, hits read low. 340,000 tested, 0.15% active; in the data active = activity change below about -80%; inconclusive = between about -30% and that limit;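 note: parasites exposed to compound for two days anaerobically before the ATP read; % is set by controls: 0 for no effect and ±100 for the full control effect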
#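 Trophozoites 100 cells/well + cpd; 48 hrs, 37 deg C, anaerobic. ATPLite 1-Step added, 15-30 min RT, luminescence read (ATP-based viability).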
# Chronic BCR inh: chronic active BCR signaling inhibition; 340,000 tested, 0.05% active; ABC-DLBCL IkBa-CBG/CBR reporter, luminescence ratio, 4 h; Potency, µM (top dose mostly 46.1 µM), for inactives: at the top dose ratio change, negative = lower green/red ratio, usual class: inhibitors; active = well fitted inhibition curve with a large enough effect in the signal ratio, with a control signal flat, not every such curve was filed as active; inconclusive = small, poorly fitted or top-dose-only effect, or effect the other way, or a change in a side signal; the % refers to the signal ratio;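 note: potency is the fitted concentration of half-maximal effect; plate controls were basal doxycycline-induced cells for no effect and cells given 10 µM MG132 for full effect; MG132 reads +100%, hits lower the ratio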
#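 Concentration-response series (up to 46 uM) were applied to TMD8 dual-reporter cells for 4 h at 37C with doxycycline. Green/red ratio, after filter-overlap correction, defined %Activity; red signal alone was normalised to basal cells and zero luminescence.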
# * marks the source's active call; other numbers are inactive results; ? = inconclusive; · = not tested or not shown; [ ] = dose if it differs, or a comment. Unless noted, calls come from the whole dose curve; as a rule, active = well fitted curve in the direction sought with a large enough effect; inconclusive = small, poorly fitted or top-dose-only effect, or another doubt; inactive = no such curve, though single readings can be large; an effect the other way counts as inactive or inconclusive. This is a subset; rates above refer to the full screens.
# Values in the order: Coupling enz	PTAP TSG101 blk	Menin MLL FP TR	Chronic BCR inh	Giardia kill	B2AR arrestin	PKM2 act	S-ASM inh	a7 integrin act	GALK inhibitor	Tb PFK block
Cc1ccc(/C=C/C(=O)c2ccc(N3CCOCC3)cc2)s1
    -1	-4%	2%	0%	-29	0.1%	·	-16%	21%	7%	2%
Cc1ccc2[nH]c(=O)c(CN(Cc3ccco3)S(=O)(=O)c3c(C)ccc4nsnc34)cc2c1
    5	-3%	-17%	?	3	-1.0%	0%	-7%	-34%	0%	6%
Cn1nc(C(=O)NNC(=O)C2CSC3(C)CCC(=O)N23)c2ccccc2c1=O (centres undefined)
    ·	-5%	·	12%	-22	-0.3%	·	3%	13%	·	-9%
CC(C)c1ccc2[nH]c3nc(SCC(=O)N4CCOCC4)nnc3c2c1
    1	-3%	5%	1%	-25	-1.1%	0%	-3%	36%	-2%	0%
COC(=O)[C@@]1(C)[C@H]2C(=O)N(C)C(=O)[C@H]2[C@H]2CN=C(SCc3ccccc3)N21
    ·	-6%	·	4%	-19	5.6%	·	8%	7%	·	-5%
Clc1ccccc1CNCC1CCCO1 (centres undefined)
    4	4%	1%	-1%	-3	0.4%	-2%	4%	-19%	-3%	4%
CN(C)CCN(CC1CCCN(Cc2ccccc2F)C1)C(=O)c1ccc(F)cc1 (centres undefined)
    0	0%	-1%	-1%	5	0.0%	0%	6%	-34%	0%	-1%
C=CCn1c(C)cc(C(=O)CSc2nnc3c(Cl)cc(Cl)cn23)c1C
    0	-2%	-17%	?	-13	-0.1%	4%	4%	-5%	1%	2%
CS(=O)(=O)N1CCc2cc(S(=O)(=O)N3CCCCC3)ccc21
    1	0%	0%	1%	-19	-0.2%	3%	1%	-5%	-1%	-2%
O=C(CSc1nc2scc(-c3ccccc3)c2c(=O)[nH]1)N1CCCCC1
    4	-7%	6%	1%	10	0.2%	-18%	-2%	1%	-1%	1%
COc1ccc(OC)c(NC(=O)C(Sc2ccccc2)c2ccccc2)c1 (centres undefined)
    -14	-3%	30%	10%	9	-0.3%	4%	-10%	-43%	-1%	9%
COCCNC(=O)CN(C(=O)CCC(=O)Nc1cc(C)on1)c1ccccc1C
    2	-9%	0%	2%	-2	-0.1%	-1%	0%	15%	20%	1%
S=C(Nc1ccc(Br)cc1Cl)N1CCC2(CC1)OCCO2
    -1	-1%	1%	7%	1	-0.2%	1%	2%	-8%	-1%	0%
CCN(CC)S(=O)(=O)c1ccc(C(=O)NCc2nnc(SCC(=O)OC)n2C)cc1
    1	-5%	2%	-2%	1	-0.1%	0%	5%	-6%[7.66 µM]	-1%	1%
Cc1ccnc2c1ccc1c(C)ccnc12
    ·	-4%	·	?	-3	-0.6%	·	3%	-23%	·	0%
COc1cc(/C=N/NC(=O)c2ccncc2)ccc1OCC(=O)Nc1ccccc1
    -1	-8%	30%[activator]	?	-6	0.0%	0%	2%	18%	7%	-3%
CNC(=S)N(CCCN(C)C)Cc1cc2cc3c(cc2[nH]c1=O)OCCO3
    2	-3%	9%	-15%	13	-0.3%	0%	20%	-12%	-2%	3%
O=C(NCC(=O)N(Cc1cccs1)C(C(=O)NC1CCCC1)c1ccco1)c1cccs1 (centres undefined)
    -3	-5%	-1%	6%	8	-0.8%	-2%	0%	3%	0%	0%
O=C(CNC(=O)c1cccs1)N/N=C/c1ccc(O)cc1O
    3	-4%	2%	?	2	-0.1%	7%	52%[activator]	2%	0%	2%
Cc1ccccc1OCCCC(=O)Nc1ccc(S(=O)(=O)Nc2onc(C)c2C)cc1
    10	-2%	·	5%	-13	-0.3%	·	6%	-10%	4%	-21%
CN(C)S(=O)(=O)c1ccc(C(=O)Nc2ccccc2F)cc1
    2	-4%	·	?	0	0.1%	-1%	-2%	1%	-5%	-1%
Clc1ncc(CSc2ccccc2)s1
    1	-2%	1%	8%	9	0.3%	-1%	-2%	-18%	0%	0%
CCc1c(C)c2ccc(O)c(CN(C)C)c2oc1=O
    -1	-2%	-14%	-8%	-12	0.0%	-5%	·	8%	2%	-8%
COc1ccc(CN(C(=O)c2cc3ccccc3oc2=O)C2CCCCC2)cc1OC
    0	1%	1%	?	4	0.7%	-26%	-2%	12%	-3%	-9%
CCOC(=O)N1CCN(C(=O)CSc2nc(-c3cccc(C)c3)ns2)CC1
    0	-5%	-12%	2%	-8	2.9%	-2%	-1%	-17%	0%	-4%
CC1CCCN(C(=O)COC(=O)Cc2ccc(Cl)cc2)C1 (centres undefined)
    2	-6%	-16%	-14%	-4	0.0%	-6%	2%	16%	-3%	2%
COc1ccc(OC)c(S(=O)(=O)N2CCN(c3ccccn3)CC2)c1
    0	-5%	-2%	-1%	-10	-0.8%	-16%	2%	17%	-2%	-3%
O=C(COC(=O)CNC(=O)c1ccc(Cl)cc1Cl)NC1CCCCCCC1
    ·	-14%	·	3%	15	-0.2%	·	-5%	9%	·	0%
CC[C@H](C)Cc1cn([C@@H](CCCN=C(N)N)C(=O)NCCCCCCCCCCC(=O)N2CCNCC2)nn1
    ·	2%	·	?	64[activator]	0.0%	·	0%	0%	·	-8%
Cc1nc2ncccn2c1-c1csc(Nc2cccc(C(=O)O)c2)n1
    -8	-6%	-23%	-2%	0	0.1%	·	0%	6%	-7%	16%
CCC(C(=O)NCCCN1CCOCC1)n1c2ccccc2c2nc(=O)cc(C)n21 (centres undefined)
    ·	1%	·	2%	-8	-0.1%	·	5%	-11%	4%	0%
CCS(=O)(=O)N1Cc2ccccc2CC1C(=O)OCC(=O)Nc1ccc(C)cc1 (centres undefined)
    -9	-3%	43%[activator]	9%	10	0.4%	-5%	-3%	-6%	5%	-2%
CCOC(=O)N1CCN(C(=S)NC(=O)c2ccc(F)cc2)CC1
    4	-1%	6%	?	-4	0.4%	2%	4%	-8%	5%	-2%
Cc1[nH]c(-c2ccc(F)cc2)cc1C(=O)N1CCN(c2ccc(Cl)cc2)CC1
    -4	0%	47%[activator]	?	-5	-0.1%	·	?	-8%	·	0%
O=C(N/N=C/c1cccs1)c1cc(C2CC2)nc2ccccc12
    0	-10%	-2%	0%	-7	-1.0%	-6%	3%	16%	3%	1%
CCS(=O)(=O)N1CCN(c2ccccc2)CC1
    3	-1%	·	-10%	-2	-0.4%	0%	3%	-2%	8%	-4%
CCOC(=O)/C=C/C(=O)Nc1ccc(S(=O)(=O)Nc2c(C)cc(C)cc2C)cc1
    1	2%	26%	-1%	7	-0.5%	-1%	-13%	-45%[inhibitor]	0%	-1%
CC(=O)c1cccc(NC(=O)Cc2cccs2)c1
    -4	-7%	?	?	7	0.3%	-5%	5%	10%	5%	-2%
CCn1c(C(O)c2ccc3c(c2)OCO3)nc2ccccc21 (centres undefined)
    1	-1%	?	-10%	-24	0.4%	7%	0%	-17%	-1%	5%
CCCCNS(=O)(=O)CCNCc1ccco1
    ·	-9%	·	2%	-29	-0.2%	·	8%	22%	·	2%
CC(=O)Nc1ccc(S(=O)(=O)NC(=O)C23CC4CC(CC(C4)C2)C3)cc1
    8	-5%	2%	3%	8	0.5%	-18%	2%	19%	1%	0%

# Already shown: 3 of the compounds above.
# Values in the order: Coupling enz	PTAP TSG101 blk	Menin MLL FP TR	Chronic BCR inh	Giardia kill	B2AR arrestin	PKM2 act	S-ASM inh	a7 integrin act	GALK inhibitor	Tb PFK block
Clc1ncc(CSc2ccccc2)s1
    1	-2%	1%	8%	9	0.3%	-1%	-2%	-18%	0%	0%
CCc1c(C)c2ccc(O)c(CN(C)C)c2oc1=O
    -1	-2%	-14%	-8%	-12	0.0%	-5%	·	8%	2%	-8%
COc1ccc(CN(C(=O)c2cc3ccccc3oc2=O)C2CCCCC2)cc1OC
    0	1%	1%	?	4	0.7%	-26%	-2%	12%	-3%	-9%
